From PubChem
tim10-1 inh: growth inhibitors of tim10-1 mutant yeast, primary screen, luminescence, uHTS. AID 463190, 2010. S. cerevisiae tim10-1 ts strain growth, BacTiter-Glo, 24 h. 330,000 compounds, 2.2% hits. inhibition, % at 20 µM;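 active = inhibition of at least 40%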;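 note: mutant grown at 25 °C; 0% = DMSO wells with yeast and 100% = wells holding no yeast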
APJ antag: antagonists of human apelin receptor APJ, primary screen, CHO-K1 cells, beta-arrestin complementation, luminescence; P35414; inhibition, % at 20 µM; 330,000 compounds, 0.32% hits; AID 2521, 2010;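 active = inhibition above about 40% at 20 µM, limit read from the data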;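 note: cells challenged with 10 nM apelin-13 agonist together with compound; plate controls were apelin-13 plus DMSO wells for no effect and DMSO wells lacking apelin-13 for full effect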
Target sequence (P35414 whole entry, looked up): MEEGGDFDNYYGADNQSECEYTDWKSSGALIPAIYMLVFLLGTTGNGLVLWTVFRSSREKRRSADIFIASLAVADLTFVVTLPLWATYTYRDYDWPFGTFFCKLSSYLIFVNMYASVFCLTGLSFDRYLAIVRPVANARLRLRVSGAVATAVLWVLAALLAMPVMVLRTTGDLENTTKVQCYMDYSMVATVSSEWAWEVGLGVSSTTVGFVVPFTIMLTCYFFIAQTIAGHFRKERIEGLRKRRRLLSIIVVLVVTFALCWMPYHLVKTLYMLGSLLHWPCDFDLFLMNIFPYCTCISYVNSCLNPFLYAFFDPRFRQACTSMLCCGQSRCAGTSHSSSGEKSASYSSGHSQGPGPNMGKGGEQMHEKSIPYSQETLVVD
APJ agonist: agonists of human apelin receptor APJ, primary screen, CHO-K1 cells, PathHunter beta-arrestin, luminescence. 330,000 compounds, 0.11% hits. 0% DMSO wells, 100% apelin. activation, % at 20 µM. AID 2520, 2010. P35414;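 active = activation more than six SD over the plate average, tested at 20 µM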;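 note: 0% = DMSO alone and 100% = apelin-13 at 10 nM; some results filed as inactive read as strong as hits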
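Test system: CHO-K1 APJ beta-arrestin complementation cell line. Amount: cell density 1000 per well. Controls: DMSO negative, 10 nM Apelin-13 positive. Signal: luminescent beta-gal fragment complementation, chemiluminescent substrate. Read-out basis: agonist-driven arrestin binding to APJ. Timing: compound stimulation 90 min at 25 °C, detection 60 min.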
Mdm2 MdmX PPI: inhibitors of human Mdm2-MdmX association, primary screen, cell-based, luminescence, split luciferase, SaOS-2, uHTS | AID 485346, 2010 | SaOS-2 split-luciferase Mdm2/MdmX complementation | 330,000 compounds, 3% hits | Protein Mdm4 (Homo sapiens) + E3 ubiquitin-protein ligase Mdm2 (Homo sapiens), … | inhibition, % at 8 µM;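 active = inhibition of at least 50% at 8 µM in the primary screen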
TIM10 inh: growth inhibitors of isogenic TIM10 control yeast, primary screen, counter-screen for tim10-1 yeast inhibitor project, luminescence, uHTS; S. cerevisiae TIM10 strain growth, BacTiter-Glo luminescence, 24 h; inhibition, % at 10 µM; 330,000 compounds, 1.4% hits;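 active = inhibition of 40% or more at the single tested concentration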;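 note: wild-type TIM10 isogenic control strain grown at permissive 25 °C; 0% = DMSO yeast wells and 100% = minimal medium wells without yeast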
CHOP UPR activ: activators of apoptotic CHOP UPR arm, primary screen, cell-based, CHO-CHOP luciferase reporter, luminescence, uHTS. UPR activation; percent of tunicamycin response over DMSO baseline. AID 449763, 2010. 330,000 compounds, 0.34% hits. activation, % at 10 µM;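 active = at 10 µM dose, activation of 40% or more, normalized to positive control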;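 note: 100% = tunicamycin at 10 µg/mL and 0% = DMSO alone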
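Material: CHO-CHOP cells, stable luciferase reporter of PERK-eIF2a-CHOP signalling; quantity: 500 reporter cells seeded per well; buffer or medium: F12 medium containing 10% fetal bovine serum; compound: one dose, 10 µM in 0.5% DMSO; incubation: 6 h compound treatment, 37 °C; measured by: Steady-Glo luciferase luminescence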
tim23-1 inh: growth inhibitors of tim23-1 mutant yeast, primary screen, luminescence, uHTS; S. cerevisiae tim23-1 growth, BacTiter-Glo luminescence, 24 h; inhibition, % at 20 µM; 330,000 compounds, 1.3% hits;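 active = growth inhibition of the mutant yeast at or above 50%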;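 note: temperature-sensitive mutant grown at 25 °C; plate controls were DMSO-treated mutant yeast for no effect and medium wells lacking yeast for full effect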
CXCR6 inh: CXCR6 receptor inhibitors, primary screen, cell-based, beta-arrestin, luminescence, CHO-K1 PathHunter, 1536-well; inhibition, % at 20 µM; C-X-C chemokine receptor type 6 (Homo sapiens), O00574; 360,000 compounds, 0.36% hits; AID 602244, 2012; in the data active = inhibition above about 34%, passing the limit was not always enough;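 note: antagonist mode with CXCL16 agonist at 10 nM final; 0% = 10 nM CXCL16 with DMSO and 100% = unstimulated wells without agonist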
Target sequence (O00574 whole entry, looked up): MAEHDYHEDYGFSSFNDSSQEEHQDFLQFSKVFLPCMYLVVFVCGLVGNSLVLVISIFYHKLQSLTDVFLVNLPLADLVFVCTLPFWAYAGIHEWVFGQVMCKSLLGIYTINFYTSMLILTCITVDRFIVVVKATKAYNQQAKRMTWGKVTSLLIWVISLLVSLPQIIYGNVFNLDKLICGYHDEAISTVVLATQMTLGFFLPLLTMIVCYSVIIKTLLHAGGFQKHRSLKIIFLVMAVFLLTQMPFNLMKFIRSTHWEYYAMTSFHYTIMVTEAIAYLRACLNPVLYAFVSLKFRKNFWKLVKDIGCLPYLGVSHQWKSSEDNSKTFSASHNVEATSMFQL
XBP1 UPR activ: activators of adaptive XBP1 UPR arm, primary screen, cell-based, CHO-XBP1 luciferase reporter, luminescence, uHTS; activation, % at 20 µM; AID 463104, 2010; IRE1-XBP1 UPR activation; percent of tunicamycin response, DMSO as zero; 330,000 compounds, 0.33% hits;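 active = versus positive control, 20 µM dose yields 30% or more activation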;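 note: 100% = tunicamycin at 10 µg/mL and 0% = DMSO only wells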
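Material: CHO-XBP1 cells stably carrying IRE1-XBP1-driven luciferase reporter | Medium: F12 with 10% serum | Compound dosing: 20 µM single concentration, DMSO 1% | Incubation: Overnight seeding at 37 °C, 6 h compound treatment at 37 °C | Detection: Steady-Glo luminescence read | Read-out basis: % activation of reporter signal versus tunicamycin and DMSO controls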
An asterisk follows results filed as active.

SMILES	tim10-1 inh	APJ antag	APJ agonist	Mdm2 MdmX PPI	TIM10 inh	CHOP UPR activ	tim23-1 inh	CXCR6 inh	XBP1 UPR activ
CCOc1ccc(S(=O)(=O)Nc2cccnc2)cc1	11	-6	-3	-3	2	-1.1	-3	-17	-2
O=C(NC1CCCCC1)C(c1cccs1)N(Cc1cccs1)C(=O)c1cccs1 (stereo not drawn)	45*	7	-6	16	27	-1.3	25	10	0
COc1ccc(N=C(C)c2sc3ccccc3c2O)cc1	-12	9	-3	-366	2	2.6	7	9	1
CN(Cc1ccncn1)C(=O)C1CCC(=O)N(Cc2cccc(C(F)(F)F)c2)C1 (stereo not drawn)	-10	19	0	3	7	0.4	3	8	-2
CN1CCN(C(=O)C2=C[C@@H](c3coc4ccccc4c3=O)C[C@@H](OCc3ccc(CO)cc3)O2)CC1	-1	-2	-5	9	3	0.0	-8	-7	0
CCN(Cc1ccccc1)C(=O)Cn1c(=O)oc2ccccc21	2	-1	-2	-2	-18	-1.3	-1	5	-1
COc1ccc(CNc2ncnc(N)n2)cc1	4	1	-4	19	-3	-2.0	9	3	2
O=C(C1CCN(S(=O)(=O)c2cccc3cccnc23)CC1)N1CCN(c2ccccn2)CC1	8	12	0	15	27	-1.4	21	3	-1
CCOC(=O)Cc1csc(SCC(=O)NC(C)C23CC4CC(CC(C4)C2)C3)n1 (stereo not drawn)	43*	10	-2	1	29	-0.2	44	2	-1
N#CC(C(=O)Nc1cccc(Cl)c1)=C1Nc2ccccc2N1	15	13	0	24	-1	1.7	-17	-19	8
O=C(N[C@@H](Cc1ccccc1)C(=O)O)c1ccncc1	2	-16	6	-18	12	0.9	10	-8	1
CN(c1ncc(C(F)(F)F)cc1Cl)n1cc(C(=O)O)c2ccccc2c1=O	-4	17	8	6	8	15	16	4	-2
CC(C)(C)c1cc(NCCCn2ccnc2)n2ncc(-c3ccccc3)c2n1	51*	-6	5	17	15	8.3	60*	-8	-1
Cc1cc(N2CCN(c3nc4ccccc4s3)CC2)n2ncnc2n1	18	-3	9	-11	18	6.2	25	-3	5
Nc1c(N(Cc2ccco2)C(=O)c2ccccc2F)c(=O)[nH]c(=O)n1Cc1ccccc1	9	23	-4	12	6	1.7	14	-2	-2
CCOc1ccc(CNS(=O)(=O)c2ccc3c(c2)CC(=O)N3C)cc1	17	-14	1	10	12	0.7	3	-12	-3
Cc1ccccc1OCC(=O)OCC(=O)NCc1ccccc1Cl	2	-4	-2	-2	-4	-0.1	12	2	2
CN(C)c1ccnc2sc3c(=O)n(Cc4ccccc4)cnc3c12	17	-2	-2	59*	17	-1.0	7	-7	0
CSc1ccc(S(=O)(=O)NCc2ccccc2Cl)cc1	52*	-5	3	16	33	1.6	46	6	-1
O=C(O)/C=C/c1ccc(S(=O)(=O)NCc2cccnc2)cc1	3	25	-1	12	14	-1.6	0	-5	-2
O=C(N/N=C/c1ccc(N2CCOCC2)cc1)c1ccc(NS(=O)(=O)c2cccs2)cc1	22	5	-3	4	5	-0.2	6	1	1
O=C(COC(=O)c1ccc2ncsc2c1)NCc1ccccc1Cl	-35	-13	-4	23	-26	-0.5	1	-9	0
Cc1ccc(C(C)C)c(OCC(=O)Nc2ccc(Cl)cn2)c1	14	1	1	7	-2	-1.6	17	-1	-2
NC(N)=Nc1nc(-c2ccccc2)c2cc(F)ccc2n1	-59	-11	-2	66*	-48	-0.8	-28	-4	-2
COC(=O)c1ccc(OC(=O)N2CCOCC2)cc1	14	4	-2	11	-3	2.0	12	-6	-2
Cc1nnc(NC(=O)NCN2C(=O)C3C4C=CC(C4)C3C2=O)s1 (stereo not drawn)	-9	19	-1	-15	2	-1.9	-1	-4	-3
CCOc1cccc(C2C(C(=O)c3ccc(C)o3)=C(O)C(=O)N2c2nccs2)c1 (stereo not drawn)	25	2	-7	15	14	0.0	21	6	-1
O=C(c1ccc(Br)cc1)c1cc2ccc(O)cc2oc1=O	20	13	-3	-4	7	2.6	20	11	-2
CN(C)S(=O)(=O)c1ccc(N2CCN(S(=O)(=O)c3ccc(F)cc3)CC2)c(Cl)c1	16	11	0	38	20	-0.7	8	7	-4
Cc1ccc(CS(=O)(=O)CCC(=O)NCc2ccccc2Cl)cc1	-18	2	-3	19	-2	-0.9	1	1	-6
C[C@H](CO)N1C[C@H](C)[C@@H](CN(C)C(=O)Nc2ccc3c(c2)OCO3)Oc2c(NC(=O)C3CC3)cccc2C1=O	18	7	1	3	0	0.9	12	-2	-1
CC1CN(c2nc(-c3ccccc3)nnc2-c2ccccc2)CC(C)O1 (stereo not drawn)	17	7	-3	3	3	-0.3	48	4	5
Clc1ccccc1/C=N/Nc1cc(N2CCOCC2)ncn1	3	23	-3	-2	-8	4.6	1	-3	1
COc1cc(CNC(C)(C)CO)ccc1OCC(=O)NC(C)(C)C	-8	-1	-2	3	-1	-0.1	-12	-11	-3
CS(=O)(=O)N(CC(=O)NCCc1ccccc1)C1CCCCC1	11	5	0	-26	1	-0.4	6	-1	-2
CC(C)N(C(=O)Nc1ccc2nccnc2c1)C(C)C	-8	-43	8	12	3	1.6	-10	-28	-2
CCN(Cc1ccncc1)C(=O)Cc1cccs1	-15	9	-3	28	1	3.8	-8	11	-4
COc1ccc(S(=O)(=O)N(CC(=O)N2CCN(c3ccccc3)CC2)c2ccccc2)cc1	21	17	0	9	18	-0.8	13	12	0
Cc1cn2c(=O)c(C(=O)N3CCN(c4ccccc4Cl)CC3)cnc2s1	7	29	3	19	-15	0.4	8	-8	-3
COc1cc(CC(=O)NCc2ccco2)cc(OC)c1OC	6	5	-4	-34	-10	0.0	4	-2	-3
COCCN1Cc2cccc(C(=O)Nc3cc(C)cc(C)c3)c2C1=O	38	-1	1	-20	15	0.3	5	3	-2
CC(C)CC(CCc1ccccc1)OS(N)(=O)=O (stereo not drawn)	13	6	9	-33	-4	0.1	20	-2	1
Cc1ccc(S(=O)(=O)Nc2ccccc2N2CCOCC2)cc1	-3	-16	-2	36	-4	0.0	-1	-8	-6
CCN(CC)c1ccc(NC(=O)CN2CCN(CC(=O)Nc3ccccc3F)CC2)cc1	6	9	-2	28	6	1.7	10	-6	-2
CC(C)(C)c1cc(C(=O)N/N=C/c2ccccn2)n[nH]1	1	22	1	-20	15	4.9	0	0	1
CC1=C(c2ccccc2)CCC1=O	-27	-9	-2	12	-17	0.8	-13	-17	-1
O=C(O)CCNS(=O)(=O)c1ccccc1C(F)(F)F	10	-7	-2	-39	9	-0.8	-3	-5	0
CCC(C)NC(=O)c1ccc2nc(Cc3ccc(OC)cc3)oc2c1 (stereo not drawn)	-16	-2	-2	14	-15	0.3	8	-3	-1
Cc1ccc(Cl)cc1NC(=O)CN1C(=O)COc2ccc(S(=O)(=O)N3CCOCC3)cc21	11	-28	4	-2	-4	0.0	6	1	-4
CC1(CCc2ccccc2)NC(=O)N(CC(=O)Nc2ccccc2)C1=O (stereo not drawn)	5	-20	-2	-58	-26	3.8	9	8	1

More structures.
SMILES	tim10-1 inh	APJ antag	APJ agonist	Mdm2 MdmX PPI	TIM10 inh	CHOP UPR activ	tim23-1 inh	CXCR6 inh	XBP1 UPR activ
Cc1ccc(-c2c[n+](CC(=O)c3ccc(Br)cc3)c3n2CCCCC3)cc1	36	3	-4	30	39	0.3	-11	2	0
O=C1Nc2ccccc2OC1CC(=O)N1CCOCC1 (stereo not drawn)	-1	7	-5	-26	4	0.4	-8	-7	0
COc1ccc(C(=O)NCc2nnc(SCC(=O)Nc3ccccc3OC)o2)cc1	0	21	3	6	-3	0.1	-5	4	-9
O=C(NCc1cccs1)C1CCC(CNS(=O)(=O)c2cccs2)CC1 (stereo not drawn)	9	13	-2	3	-12	-0.6	4	-6	-4
FC(F)(F)c1cc(CCN2CCNC[C@@H]2Cc2ccccc2)cc(C(F)(F)F)c1	-10	5	-4	51*	-4	1.7	4	-15	37*
CC1CCCC(C)N1C(=O)CSc1nnc(COc2cccc3cccnc23)o1 (stereo not drawn)	26	12	-3	0	-5	-0.8	20	0	-3
O=C(CSc1nc2ccccc2c(=O)n1-c1ccccc1)NCC1CCCO1 (stereo not drawn)	3	-4	-4	6	7	0.1	1	-3	-4
Cc1c(/C=C2\NC(=O)NC2=O)c2ccccc2n1C	14	21	-2	1	-10	1.4	13	-4	-3
COc1ccc(N(C)S(=O)(=O)c2cccc(C(=O)OCC(=O)NCc3ccccc3OC)c2)cc1	16	-2	2	4	-7	0.2	21	-10	0
Cc1cc(N2CCCCC2)nc2ccc(NC(=O)CCC(=O)NCCC(C)C)cc12	9	-2	-1	-30	8	5.2	12	14	3
COc1ccc(OC)c(C2NC(=O)N(C)C(C)=C2C(=O)OCc2ccccc2)c1 (stereo not drawn)	20	-11	-1	13	16	1.3	22	0	-2
Cc1ccc(C(=O)N/C(=C/c2ccc(-c3cccc([N+](=O)[O-])c3)o2)C(=O)NCCCN(C)C)cc1	1	-11	3	78*	6	-0.3	18	-15	0
O=C1CC(C(=O)O)C2(CCCC2)O1 (stereo not drawn)	15	24	-3	13	0	2.5	-3	-4	2
CCOC(=O)c1c(C2COc3ccccc3O2)csc1NC(=O)c1ccccc1 (stereo not drawn)	4	9	-3	7	4	-0.6	11	-6	0
O=[N+]([O-])c1ccccc1/C=N/n1c(C2CCCCC2)n[nH]c1=S	40	-2	-4	9	37	-2.7	59*	13	0
Cc1n[nH]c(=O)nc1NCCc1ccccc1	13	11	-6	19	7	1.3	-7	-7	-1
CNC(=S)N1CCN(c2ccc(Cl)c(Cl)c2)CC1	26	-6	3	-11	36	-2.1	37	-3	-3
O=C1CSC(c2ccccn2)N1c1ccccc1F (stereo not drawn)	14	3	-2	10	-5	1.0	-1	-7	2

Mdm2 MdmX PPI, hit marks shown above.
structure | APJ antag | APJ agonist | Mdm2 MdmX PPI | CXCR6 inh
CN(C)c1ccnc2sc3c(=O)n(Cc4ccccc4)cnc3c12 | -2 | -2 | 59* | -7
NC(N)=Nc1nc(-c2ccccc2)c2cc(F)ccc2n1 | -11 | -2 | 66* | -4
FC(F)(F)c1cc(CCN2CCNC[C@@H]2Cc2ccccc2)cc(C(F)(F)F)c1 | 5 | -4 | 51* | -15
Cc1ccc(C(=O)N/C(=C/c2ccc(-c3cccc([N+](=O)[O-])c3)o2)C(=O)NCCCN(C)C)cc1 | -11 | 3 | 78* | -15

Some of the compounds tested; the hit share may differ from the screen's.
